TROY signal inh: TROY signaling inhibition; Q293 LMP1-TROYcd NF-kB luciferase reporter, 4 h; inhibition, % at 10 µM; 360,000 compounds, 0.98% hits;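 active = compounds whose plate-normalised and pattern-corrected inhibition of the luciferase reporter signal at the single screening dose is 50% or more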
KKLEB cytotox: CF airway cell cytotoxicity counter-screen; activity change (cytotoxicity), % at 5 µM; KKLEB CF airway cells viability, ATPlite luminescence, overnight; hits give low values; cells stimulated with P. aeruginosa culture filtrate; 360,000 compounds, 0.36% hits; AID 602141;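 active = corrected activity change at or below -50% at 5 µM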
NR5A2 inv ag: inverse agonists of human LRH-1 (NR5A2) | 360,000 compounds, 0.13% hits | O00482 | HEK293T StAR-luciferase reporter, LRH-1 transfected, 24 h | inhibition, % at 3.6 µM;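 active = inhibition above the mean inhibition of all tested compounds plus 3 SD, cut at about 73% in these data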;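 also: 0% = DMSO wells and 100% = reporter-only cells lacking LRH-1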
COUP-TFII inh: inhibitors of human COUP-TFII (NR2F2); P24468; HEK293T NGFI-A luciferase reporter, luminescence; inhibition, % at 8.6 µM; 370,000 compounds, 0.7% hits; AID 686940;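 active = inhibition above a per-plate cutoff, mean inhibition of test wells between control levels plus 3 SD, cut at about 38% in these data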;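 also: cells cotransfected with COUP-TFII expression vector driving the NGFI-A reporter; 0% = median of COUP-TF2 test wells and 100% = reporter-only cells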
C8 TRAIL sens: sensitizes caspase-8 expressing cells to TRAIL. 360,000 compounds, 1% hits. inhibition (viability loss, TRAIL sensitization), % at 10 µM. NB7+C8 cells + TRAIL, ATPlite viability luminescence;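 active = compounds causing at least 50% loss of cell viability in the single-dose screen, relative to plate controls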
EBV LMP1 NFkB: Epstein-Barr LMP1 NF-kappaB reporter inhibition; LMP1-induced NF-kappaB luciferase reporter cells, luminescence; inhibition, % at 12.5 µM; 350,000 compounds, 0.69% hits; in the data active = inhibition above about 41%;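 also: 0% = neutral control wells and 100% = reference inhibitor control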
SRC3 inh: inhibitors of human steroid receptor coactivator 3 (SRC3); Q9Y6Q9; HEK293 GAL4-SRC3 luciferase reporter, luminescence; inhibition, % at 3.6 µM; 360,000 compounds, 0.17% hits; AID 588352;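 active = inhibition above a per-campaign cutoff, the mean of all compounds plus 3 SD, cut at about 60% in these data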;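 also: 0% = DMSO-treated cells and 100% = gossypol-treated cells at 36 µM; higher means less SRC3-driven luciferase light from the GAL4 reporter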
Target sequence (Q9Y6Q9 whole entry, looked up, the tested form may be a part): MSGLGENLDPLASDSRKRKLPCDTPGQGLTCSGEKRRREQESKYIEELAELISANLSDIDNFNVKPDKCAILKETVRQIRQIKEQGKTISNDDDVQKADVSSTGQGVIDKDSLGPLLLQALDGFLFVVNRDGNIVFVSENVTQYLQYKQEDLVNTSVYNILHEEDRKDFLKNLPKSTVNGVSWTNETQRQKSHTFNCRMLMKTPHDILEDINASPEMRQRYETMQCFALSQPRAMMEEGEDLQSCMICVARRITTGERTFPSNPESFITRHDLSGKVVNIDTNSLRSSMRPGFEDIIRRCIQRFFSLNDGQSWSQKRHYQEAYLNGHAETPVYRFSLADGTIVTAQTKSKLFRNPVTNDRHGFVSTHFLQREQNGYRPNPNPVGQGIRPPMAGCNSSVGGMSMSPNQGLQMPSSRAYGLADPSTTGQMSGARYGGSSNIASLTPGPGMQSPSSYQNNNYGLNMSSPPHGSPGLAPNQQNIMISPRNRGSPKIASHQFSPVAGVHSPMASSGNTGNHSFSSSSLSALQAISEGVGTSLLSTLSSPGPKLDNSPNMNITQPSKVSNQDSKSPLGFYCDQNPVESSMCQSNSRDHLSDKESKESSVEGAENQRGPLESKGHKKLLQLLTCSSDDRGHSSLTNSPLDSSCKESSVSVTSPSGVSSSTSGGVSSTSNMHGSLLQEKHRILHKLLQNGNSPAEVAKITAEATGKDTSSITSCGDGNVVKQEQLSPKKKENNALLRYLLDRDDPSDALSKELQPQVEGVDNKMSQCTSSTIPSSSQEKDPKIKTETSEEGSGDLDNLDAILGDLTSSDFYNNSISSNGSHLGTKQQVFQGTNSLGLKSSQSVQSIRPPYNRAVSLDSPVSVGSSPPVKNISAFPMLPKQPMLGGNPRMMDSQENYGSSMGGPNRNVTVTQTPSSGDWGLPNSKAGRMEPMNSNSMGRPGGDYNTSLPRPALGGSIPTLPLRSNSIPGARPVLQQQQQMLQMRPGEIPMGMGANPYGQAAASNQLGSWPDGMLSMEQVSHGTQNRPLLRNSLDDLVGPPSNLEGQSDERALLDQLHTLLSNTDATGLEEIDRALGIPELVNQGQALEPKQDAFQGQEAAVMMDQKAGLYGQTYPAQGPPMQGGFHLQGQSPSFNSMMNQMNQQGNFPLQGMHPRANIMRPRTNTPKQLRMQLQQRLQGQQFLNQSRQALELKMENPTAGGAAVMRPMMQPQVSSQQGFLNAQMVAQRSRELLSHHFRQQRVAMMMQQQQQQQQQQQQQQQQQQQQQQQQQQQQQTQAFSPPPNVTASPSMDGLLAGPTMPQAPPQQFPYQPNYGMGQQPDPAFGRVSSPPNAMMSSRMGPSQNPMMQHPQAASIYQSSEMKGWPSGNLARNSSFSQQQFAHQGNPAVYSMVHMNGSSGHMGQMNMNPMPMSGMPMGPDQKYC
TWEAK-Fn14 inh: TWEAK-Fn14 signaling inhibition; TWEAK-stimulated Fn14 reporter cells, luciferase luminescence, 8 h; inhibition, % at 10 µM; 360,000 compounds, 2% hits; in the data active = inhibition above about 50%
CF NFkB inh: cystic fibrosis NF-kB activation inhibition; AID 588850; inhibition, % at 5 µM; 360,000 compounds, 0.86% hits; KKLEB NF-kB-GFP reporter, PAF-induced, GFP fluorescence overnight;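 active = at least 50% inhibition at 5 µM, scaled per plate between neutral and stimulator controls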;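 also: PAF is a Pseudomonas aeruginosa culture filtrate used as stimulus; plate controls were PAF-stimulated DMSO wells for no effect and unstimulated DMSO wells for full effect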
NCOA1 inh: human NCOA1 inhibition; Q15788; HEK293 GAL4-SRC1 luciferase reporter, luminescence; inhibition, % at 3.6 µM; 360,000 compounds, 0.12% hits;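 active = inhibition above the campaign mean plus 3 SD, with each screening campaign given its own cutoff, cut at about 60% in these data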;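 also: 0% = DMSO treated cells and 100% = gossypol at 36 µM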
Shn3 3UTR inh: reduces Shn3 3'UTR luciferase signal in osteoblasts; Clone20 osteoblast Shn3 3'UTR firefly luciferase, 24 h; inhibition, % at 12.5 µM; 360,000 compounds, 0.52% hits; AID 588674;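 active = mean inhibition of at least 75% with every replicate also reaching 75%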;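 also: 0% = median of neutral control wells and 100% = pilot-screen positive control compound; some compounds past the cut are filed as inactive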
An asterisk follows results filed as active; nt = no result given. Not all compounds are listed; count on the stated rates, not on these rows.

SMILES | TROY signal inh | KKLEB cytotox | NR5A2 inv ag | COUP-TFII inh | C8 TRAIL sens | EBV LMP1 NFkB | SRC3 inh | TWEAK-Fn14 inh | CF NFkB inh | NCOA1 inh | Shn3 3UTR inh
O=C(NCCc1ccccn1)c1nc(Cn2cc([N+](=O)[O-])cn2)no1 | -17 | 7 | -3 | 1 | 2 | -1 | 1 | -10 | -14 | 4 | 2
CC12CCC(=O)N1C(C(=O)Nc1cccc3ccccc13)CS2 (stereo not drawn) | -1 | 12 | 3 | 9 | -15 | -11 | 12 | 6 | -11 | -23 | -7
Cn1cccc1Cc1nnc(SCC(=O)Nc2ccc3c(c2)OCCO3)n1-c1ccc(F)cc1 | 10 | 3 | -20 | 18 | -8 | -13 | 7 | 27 | -18 | 8 | -8
CSc1ccc(C2NC(=O)c3c(sc4c3CCN(C)C4)N2)cc1 (stereo not drawn) | -19 | 6 | 2 | 12 | 3 | 0 | -17 | 0 | -27 | -15 | -2
O=c1cc(CSc2nnc(COc3ccccc3)n2-c2ccccc2)c2ccccc2[nH]1 | -16 | 0 | 10 | -15 | -12 | 4 | 6 | -10 | 9 | -1 | 19
CC(C)OP(=O)(OC(C)C)/C(C=O)=N\Nc1ccc([N+](=O)[O-])cc1 | 22 | -7 | 16 | 2 | -1 | 15 | 36 | 48 | 31 | -1 | -21
COc1cc(OC)cc(C(=O)N[C@H](C(=O)OCC(=O)N2CCc3ccccc32)C(C)C)c1 | -3 | -2 | 10 | -7 | 1 | -3 | 9 | -9 | 2 | -22 | 8
CCCC(=O)N1CCN(c2ccc(NC(=O)c3ccc(OCC)c([N+](=O)[O-])c3)cc2)CC1 | -7 | 4 | 13 | -7 | -2 | -3 | 0 | -10 | 2 | 2 | 5
Cc1ccc(S(=O)(=O)Nc2ccc3c(c2)n(C)c(=O)n3C)cc1 | -6 | 7 | 49 | -55 | 2 | -13 | 31 | 19 | -129 | -67 | 17
CCOc1ccc(NC(=O)Nc2ccccc2SC)cc1 | -38 | -6 | -104 | -33 | 43 | -3 | -52 | -12 | -2 | -58 | -59
Cc1cc(C)cc(NC(=O)CSc2nnc(CN3CCOCC3)n2C)c1 | -8 | -2 | 22 | 7 | -10 | 0 | 3 | 10 | -3 | 8 | -2
CNC(=S)NNC(=O)c1sccc1OCc1cccc(C(F)(F)F)c1 | -6 | -5 | 20 | 2 | 1 | -8 | 9 | -3 | 11 | 6 | 11
C#CCSc1ncc(-c2ccccc2)cn1 | -15 | 6 | -55 | -20 | 4 | -23 | -27 | -23 | -14 | -48 | -109
COc1ccc([N+](=O)[O-])cc1NC(=O)CSc1nc(C)c(C)c(C)n1 | -7 | 2 | 3 | 12 | 5 | 1 | 4 | -5 | -7 | -3 | 6
CCN(CC(=O)Nc1cc(Cl)ccc1C)C(=O)COc1ccccc1F | -7 | 10 | -17 | 6 | -2 | 1 | 4 | 4 | 0 | -15 | 0
CC(C)c1nnc(SCC(=O)Nc2ccc3c(c2)OCCO3)n1C | 4 | 6 | -1 | 2 | 0 | -5 | 4 | 20 | -5 | -14 | 10
CCOC(=O)C(CCSC)Nc1nc(Cl)nc(Nc2ccc(Cl)cc2)n1 (stereo not drawn) | -8 | -2 | 15 | -13 | -6 | 1 | -9 | 15 | -2 | -15 | -13
O=C(OCCOCCN=C1NS(=O)(=O)c2ccccc21)c1ccccc1 | -1 | 2 | -6 | 1 | -11 | -8 | 8 | -12 | -3 | 1 | -16
Cc1ccc(Cc2nnc(SCC(=O)Nc3ccccc3Cl)[nH]c2=O)cc1 | 11 | 1 | -5 | -3 | -14 | 1 | -7 | 11 | 13 | -5 | -7
CCn1c(=O)n(CC)c2cc(N3CCCC3)c(NC(=O)c3ccccc3)cc21 | 7 | -2 | 11 | 16 | 5 | 1 | -16 | -9 | 15 | 20 | -13
Cc1ccc(N2C(=O)CSC2=S)cc1C | 16 | 8 | -8 | 12 | -2 | -1 | 13 | 9 | 27 | -9 | 7
CCN1C(=O)[C@H]2[C@@H](c3ccc(C)cc3)N3C(=O)N(c4cccc(Br)c4)C(=O)[C@@]3(CC)[C@H]2C1=O | -13 | 6 | 0 | 6 | -15 | -4 | 1 | 20 | -14 | 4 | 0
CCOC(=O)C1CCCN(CCC(=O)Nc2ccc(Br)cc2)C1 (stereo not drawn) | 8 | -1 | 11 | 9 | 15 | -3 | 11 | -3 | -6 | -47 | 27
O=C(Nc1ccc2c(c1)OCO2)c1csc(COCCO)n1 | -16 | -16 | -15 | nt | -5 | nt | -40 | -19 | 16 | -32 | -102
Cn1c(=O)oc2cc(S(=O)(=O)N3CCCC(C(=O)NCc4ccc5c(c4)OCO5)C3)ccc21 (stereo not drawn) | 4 | 12 | 2 | -1 | -10 | -5 | -11 | 9 | -13 | -14 | -30
O=S(=O)(c1ccccc1)c1nc(NCc2cccnc2)sc1Cl | -25 | 6 | -17 | 9 | -1 | -2 | 14 | -15 | -7 | -10 | 22
COc1cccc(C(=O)NNC(=O)Cc2ccc([N+](=O)[O-])cc2)c1 | 5 | -1 | 6 | -2 | 5 | -5 | -1 | -6 | 7 | 5 | -4
COC(=O)NC1CC2C=CC1C1C=CC21 (stereo not drawn) | -11 | 6 | 7 | -10 | 8 | -3 | 9 | -9 | -5 | 2 | -9
COc1ccc(-c2cc(C(F)(F)F)nc(N3CCCCC3)n2)cc1OC | 12 | -5 | 12 | -13 | -6 | 9 | -11 | -14 | 23 | -4 | 20
Cc1cccc2cc3c(N)c(C#N)sc3nc12 | -20 | 8 | -22 | 3 | 3 | -22 | 12 | 5 | -126 | -2 | 28
Cc1ccc(S(=O)(=O)N(C)C)cc1NC(=O)C1CCCCN1S(=O)(=O)c1ccccc1 (stereo not drawn) | -20 | 18 | 8 | 3 | -10 | -2 | 26 | -9 | -7 | 3 | 0
O=C(NCC1CCCO1)C1CCN(C2CCN(C(=O)CC3CCCC3)CC2)CC1 (stereo not drawn) | -29 | 3 | -7 | -3 | 3 | -4 | -4 | 4 | 24 | 18 | -2
O=C(CSc1nnc(NC(=O)CN2CCOCC2)s1)Nc1ccccc1 | -9 | 5 | 11 | 5 | -12 | -3 | -32 | 7 | -6 | -27 | 7
O=S(=O)(Nc1cccnc1)c1ccc(F)cc1 | 7 | 2 | -5 | -22 | -1 | 6 | -7 | -14 | -3 | 0 | 13
Cc1ccc(-n2nc(C(=O)c3ccccc3)n3c(=O)cc(-c4ccccc4)nc23)cc1 | 6 | -10 | -7 | -1 | -3 | -1 | 1 | 38 | 2 | -5 | 4
COc1ccc(N/C(N)=N/c2nc(C)c(Cc3ccccc3)c(=O)[nH]2)cc1 | 17 | -4 | -12 | -12 | 8 | -3 | -14 | 1 | -27 | 12 | -1
CC(=O)Nc1ccc(NC(=O)CCC(=O)OCC(=O)c2cccc([N+](=O)[O-])c2)cc1 | 14 | -18 | 9 | 22 | -2 | -2 | 16 | -33 | -12 | -23 | -6
Cc1nonc1OCCNCCNc1ccccc1[N+](=O)[O-] | 11 | -19 | 19 | 1 | -6 | 5 | -1 | -12 | 5 | 6 | -24
COc1ccccc1N1CCN(Cc2nc3ccccc3[nH]2)CC1 | -12 | 1 | -4 | -13 | -10 | 0 | -12 | 15 | -15 | 3 | -3
COc1cc(C(=S)NC2CCCCC2)ccc1O | -11 | -4 | -2 | -10 | -7 | -2 | 3 | -11 | -10 | -6 | -4
CCCOc1ccc(C(=O)NCCO)cc1 | -19 | 4 | 8 | -10 | -9 | 0 | 16 | -12 | -2 | 9 | 9
CCOC(=O)C1=C(c2ccccc2)OC(N)=C(C#N)C1c1cccnc1 (stereo not drawn) | -8 | 3 | 0 | -15 | -17 | -6 | 2 | 4 | -8 | -5 | 6
Cn1nnnc1SCC(=O)Nc1ccccc1C(=O)NCc1ccccc1 | -11 | 6 | -6 | -4 | -8 | -9 | -23 | -7 | -6 | 6 | -1
COc1ccc(NC(=O)CN(C)C(=O)c2ccc3ccccc3n2)cc1 | -2 | -3 | 23 | 4 | -6 | 6 | -11 | 8 | -16 | -9 | 16
Cc1cc(=O)n2c(sc3ccccc32)c1C#N | -20 | 11 | 10 | -2 | 12 | 7 | 5 | -28 | -58 | 14 | -6
O=S(=O)(c1ccc(S(=O)(=O)N2CCCC3(CCCCC3)C2)cc1)N1CCCCC1 | -12 | 3 | 19 | 5 | -1 | -1 | -5 | -19 | 4 | -1 | 9
OC12CCCCC1C(c1ccc3c(c1)OCO3)N(Cc1ccc(F)cc1)CC2 (stereo not drawn) | 3 | 10 | -21 | 15 | 3 | 8 | 2 | -4 | -1 | 5 | 18
CN(C)CCNc1ncnc2c1ncn2[C@H]1CN(CCc2ccccc2)C[C@@H](CO)O1 | -10 | 3 | 19 | -15 | -9 | nt | -5 | 11 | -2 | -7 | 5
COC(=O)c1sccc1-c1ccc(/C=N/OC(=O)c2cccs2)o1 | 1 | 16 | -4 | 3 | -14 | -4 | -4 | 26 | 11 | 0 | -12
COc1ccc(NC(=O)CSc2ccccc2)cc1S(=O)(=O)N1CCOCC1 | -13 | 0 | 10 | -5 | -6 | -1 | 18 | 20 | 13 | -97 | -6
Cc1nn(C)c(C)c1CNC(=O)/C=C/c1ccccc1F | -12 | 14 | -7 | 9 | 6 | 1 | 19 | 10 | -20 | 2 | 7
C/C(=N\NC(=O)c1ccncc1)C12CC3CC(CC(C3)C1)C2 | 5 | -17 | 1 | -5 | -6 | 3 | -4 | 4 | 14 | 9 | 7
COc1ccc(CCN2C(=O)NC(NC(=O)CC(C)C)(C(F)(F)F)C2=O)cc1OC (stereo not drawn) | -1 | 4 | -2 | -3 | -6 | 6 | 3 | -2 | -7 | -3 | -7
COc1ccc(NS(=O)(=O)c2cc(C(=O)N(C)CCc3ccccn3)ccc2Cl)cc1 | -1 | -6 | 21 | -12 | -6 | -7 | -14 | 11 | 16 | 5 | -7
CN(C)CCCN(C(=O)c1ccc2c(c1)CCCC2)c1nc2ccc(Cl)cc2s1 | 10 | -24 | 4 | 11 | 30 | -6 | -6 | -18 | 11 | 2 | 19
Cc1ccc(-c2nc3c(c(SCC(=O)N4CCCC4)n2)COC(C)(C)C3)cc1 | 11 | -4 | 19 | -8 | -2 | 4 | 2 | 11 | -13 | -6 | 4
CCN1CCN(S(=O)(=O)c2ccc(Cl)c(C(=O)Nc3ccc(OC(F)F)cc3)c2)CC1 | 4 | -7 | -9 | 18 | 2 | -24 | -3 | -7 | 5 | -27 | 9
CCOc1ccc(S(=O)(=O)N(CCO)CCO)cc1-c1nc2c(C(C)(C)C)nn(C)c2c(=O)[nH]1 | -54 | -12 | 20 | -5 | -19 | -3 | -25 | -7 | 9 | -1 | -18
Cc1cc(NS(=O)(=O)c2ccc(NS(=O)(=O)c3cc(C)c(Cl)cc3Cl)cc2)no1 | -23 | 2 | -5 | 7 | -8 | -4 | 13 | -1 | 1 | 13 | -9
